# Assay outcomes from PubChem BioAssay.
# TSG101-PTAP inh: blocks PTAP/TSG101 interaction to inhibit HIV-1 budding; Q99816; Fluorescence polarization, FITC-PTAP peptide / Tsg101 binding; Potency, µM (series often up to 115 µM), for inactives: top-dose activity change, negative = inhibition, most hits filed as inhibitors; 340,000 tested, under 10 active; active means well fitted inhibition curve with a large enough effect in the main read-out, with a control signal flat, not every such curve was filed as active; inconclusive means small, poorly fitted or top-dose-only effect, or effect the other way, or a change in a side signal; inactive means no such curve, though single readings can be large or run the other way; further: potency means the concentration at half of the fitted maximal effect; % of control where 0% means no effect
# Target sequence (Q99816 whole entry, looked up): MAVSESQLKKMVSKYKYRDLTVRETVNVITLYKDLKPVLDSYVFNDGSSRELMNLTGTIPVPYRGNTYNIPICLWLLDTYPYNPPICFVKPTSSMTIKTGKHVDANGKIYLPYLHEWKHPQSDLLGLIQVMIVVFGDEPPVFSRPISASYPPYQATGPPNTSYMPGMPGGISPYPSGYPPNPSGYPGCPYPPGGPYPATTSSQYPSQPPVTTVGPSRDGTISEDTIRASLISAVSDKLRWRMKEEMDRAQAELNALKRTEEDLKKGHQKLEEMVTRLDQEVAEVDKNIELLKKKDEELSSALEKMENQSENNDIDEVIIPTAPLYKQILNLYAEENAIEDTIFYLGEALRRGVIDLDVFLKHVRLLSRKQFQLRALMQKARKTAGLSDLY
#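 Steps: Tsg101 binding domain dispensed (10 uM final), compounds pinned in DMSO, FITC-labeled PTAP-motif peptide added (50 nM final); after 20 min binding at room temperature, polarization measured.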
# USP2a inh: inhibitors of human ubiquitin-specific protease USP2a; USP2 core, Ub-CHOP2 coupled fluorogenic reporter, 485/531; Potency, µM (titrated, usually from 38.3 µM), without a hit: top-dose activity change, negative = inhibition, most hits filed as inhibitors; actives 0.01% (n = 330,000);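 further: potency means the concentration at half of the fitted maximal effect; plate controls were DMSO wells for no effect and full inhibition by NEM control for full effect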
#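 Deubiquitinase activity read as fluorescence (485/531 nm) after Ub-CHOP2 cleavage activates the enterokinase reporter on its substrate; USP2 core 10nM, Ub-CHOP2 and substrate 25nM each, 30min compound preincubation then 60min RT; data normalized to NEM, curves fitted.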
# TSHR antag: human thyrotropin receptor antagonism; P16473; TSHR-expressing cells, TSH-stimulated cAMP HTRF, 2 h; active compounds read low; activity change, negative = inhibition, % at 11.5 µM; actives 0.2% (n = 330,000);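 active means activity change below a set negative limit, meaning inhibition stronger than a set level, cut at about -70% in these data; inconclusive means activity change between two set negative limits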; further: on the % scale 0 is the no-effect control and ±100 the full control effect
#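 TSHR-expressing cells, 200/well, pre-treated with compound, then stimulated with EC80 TSH (4nM final) for 2 hours at 37 deg C. cAMP measured by competitive HTRF: anti-cAMP cryptate antibody in lysis buffer plus cAMP-d2, read after 30 minutes at room temperature.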
# Mito fusion yeast: mitochondrial division inhibition or fusion activation | S. cerevisiae fusion-defective mutant growth rescue, CellTiterGlo 48 h | Potency, µM (series often up to 46.1 µM), for inactives: at the top dose growth rescue (activation), actives largely listed as activators | actives 0.23% (n = 320,000) | AID 485298;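 further: potency means the concentration at half of the fitted maximal effect; % of control where 0% means no effect; nearly all actives have a fitted effect of over 45% in size; temperature-sensitive fusion mutants such as fzo1-1 at 37 °C on non-fermentable ethanol glycerol medium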
#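 Luminescent cell viability in 1536-well qHTS format served as the measure of rescued growth in ts fusion-mutant S. cerevisiae cultured on non-fermentable YPEG for 48 hours at 37C.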
# BCR signal inh: blocks chronic active B-cell receptor signaling; ABC-DLBCL IkBa-CBG/CBR reporter, luminescence ratio, 4 h; Potency, µM (highest dose often 46.1 µM), without a hit: at the top dose ratio change, negative = lower green/red ratio, usual class: inhibitors; actives 0.05% (n = 340,000); active means well fitted inhibition curve with a large enough effect in the signal ratio, with a control signal flat, not every such curve was filed as active; inconclusive means small, poorly fitted or top-dose-only effect, or effect the other way, or a change in a side signal; the % refers to the signal ratio;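 further: potency means the concentration at half of the fitted maximal effect; plate controls were basal doxycycline-induced cells for no effect and cells given 10 µM MG132 for full effect; MG132 reads +100%, hits lower the ratio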
#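 Cell line TMD8 (human ABC DLBCL), stably expressing tet-inducible CBG68-IkBa fusion and CBR; IMDM/0.5% FBS; cpd up to 46 uM; dox induction, 4 h, 37C/5% CO2; dual luminescence; green/red ratio; MG132 control.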
# B2AR arrestin: recruits beta-arrestin to the human beta2-adrenergic receptor; beta-arrestin recruitment to beta2AR, cell-based reporter; Potency, µM (highest dose often 46.1 µM), inactives show at the highest dose activation, usual class: activators; actives 0.02% (n = 330,000); AID 492947;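 further: potency means the concentration at half of the fitted maximal effect; 0% = DMSO controls and full agonism = EC100 isoproterenol or metaproterenol; nearly all actives have a fitted effect of over 65% in size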
# TCR act: T cell receptor activation; 330,000 tested, under 10 active; Potency, µM (doses to about 9.22 µM), without a hit: at the top dose activation of IL-2 secretion, actives largely listed as activators; primary human leukocytes, anti-CD3, IL-2 HTRF, 48 h; AID 504894; further: % of control where 0% means no effect
#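 IL-2 produced over 48 hr by a-CD3 bead-stimulated primary human leukocytes exposed to compounds was detected with a homogeneous time-resolved FRET immunoassay, 665nm acceptor signal after 320nm excitation.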
# Eya2 inh: inhibitors of human Eya2 phosphatase activity; recombinant Eya2, OMFP fluorescence dephosphorylation (OMFP is methylfluorescein phosphate); Potency, µM (doses to about 76.9 µM), without a hit: at the highest dose activity, negative = inhibition, actives largely listed as inhibitors; actives 0.006% (n = 330,000); AID 488837; further: potency means the concentration at half of the fitted maximal effect; on the % scale 0 is the no-effect control and ±100 the full control effect
# Target sequence (O00167 whole entry, looked up): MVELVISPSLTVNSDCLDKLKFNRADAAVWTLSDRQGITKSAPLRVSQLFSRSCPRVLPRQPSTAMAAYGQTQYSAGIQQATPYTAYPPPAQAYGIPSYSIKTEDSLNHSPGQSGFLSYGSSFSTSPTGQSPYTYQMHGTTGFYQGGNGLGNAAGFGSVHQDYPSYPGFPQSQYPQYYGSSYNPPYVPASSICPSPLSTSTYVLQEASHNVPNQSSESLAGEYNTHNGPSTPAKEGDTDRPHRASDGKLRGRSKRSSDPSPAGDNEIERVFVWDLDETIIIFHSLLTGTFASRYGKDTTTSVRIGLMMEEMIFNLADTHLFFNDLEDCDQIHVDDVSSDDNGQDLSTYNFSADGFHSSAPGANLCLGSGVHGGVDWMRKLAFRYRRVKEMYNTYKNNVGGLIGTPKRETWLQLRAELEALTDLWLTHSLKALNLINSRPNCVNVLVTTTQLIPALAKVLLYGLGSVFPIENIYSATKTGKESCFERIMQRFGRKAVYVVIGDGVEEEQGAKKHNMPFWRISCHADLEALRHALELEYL
#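 Eya2 (0.2 uM) preincubated 10 min at ambient with compound, then OMFP substrate added at 50 uM; 10 min reaction in 50 mM HEPES pH 7.5, 50 mM NaCl, 5 uM MgCl2, 0.05% BSA, 1 mM DTT. Fluorescence read at Ex 485/Em 525 nm.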
# ELG1 DNA repair: blocks ELG1-dependent DNA repair in HEK293T cells; HEK293T ELG1-luciferase reporter, luminescence, 16 h; DNA damage induced by 5-fluorouridine; Potency, µM (top dose mostly 46.1 µM), inactives show at the top dose activity change, negative = inhibition, usual class: inhibitors; actives 2.3% (n = 330,000); further: potency means the concentration at half of the fitted maximal effect; on the % scale 0 is the no-effect control and ±100 the full control effect; nearly all actives have a fitted effect of over 55% in size
#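 Step one: seed 2,000 cells per well. Step two: pin-transfer compound or DMSO alongside 5-fluorouridine. Step three: incubate 16 hr, 37 °C, 5% CO2. Step four: add ONE-Glo, wait 30 min, read luminescence.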
# Tb PFK block: blocks T. brucei phosphofructokinase | Potency, µM (titrated, usually from 57.5 µM), without a hit: at the highest dose activity, negative = inhibition, actives largely listed as inhibitors | AID 485367 | O15648 | T. brucei PFK, ADP-Glo luminescence | actives 0.17% (n = 330,000);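 further: potency means the concentration at half of the fitted maximal effect; 0% = uninhibited 1x PFK enzyme wells and -100% = no-enzyme wells; nearly all actives have a fitted effect of over 60% in size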
#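 1.25 nM PFK with 0.5 mM F6P and 0.1 mM ATP in 0.1 M TEA pH 8.0, 5 mM MgCl2, incubated 45 min at room temperature; ADP measured by ADP-Glo luminescence; compounds titrated up to 57 uM.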
# uPA surface inh: blocks generation of uPA at the cell surface; cell surface uPA generation assay, qHTS; Potency, µM (series often up to 38.3 µM), without a hit: at the highest dose activity change, negative = inhibition, actives largely listed as inhibitors; actives 0.31% (n = 330,000); active means well fitted inhibition curve with a large enough effect; inconclusive means small, poorly fitted or top-dose-only effect; inactive means no such curve, though single readings can be large or run the other way; tested in mouse RAW 264.7 cells; further: potency means the concentration at half of the fitted maximal effect; on the % scale 0 is the no-effect control and ±100 the full control effect; nearly all actives have a fitted effect of over 55% in size
# * marks the source's active call; other numbers are inactive results; ? = inconclusive; . = no result given; [ ] = another dose, or the depositor's remark. Unless noted, the call rests on the fitted dose curve; in most records, active means well fitted curve in the direction sought with a large enough effect; inconclusive means small, poorly fitted or top-dose-only effect, or another doubt; inactive means no such curve, though single readings can be large; an effect the other way counts as inactive or inconclusive.
entry	structure	TSG101-PTAP inh	USP2a inh	TSHR antag	Mito fusion yeast	BCR signal inh	B2AR arrestin
1	COc1ccc(C2OC(=O)CC2C(=O)NC2CCCCCC2)cc1OC (stereo unspecified)	-1%	0%	20	-1%	0%	-0.7%
2	CCOc1ccc(C(O)c2nccn2C)cc1 (stereo unspecified)	-8%	0%	21	0%	-2%	-0.3%
3	CSc1ccc(CCNC(=O)c2cc(-c3ccccc3)c(N3CCOCC3)s2)cc1	0%	-1%	-7	-22%	?	-1.6%
4	CCN1CCN(C(=O)c2ccccc2N(Cc2ccccc2)S(C)(=O)=O)CC1	-3%	3%	3	-3%	1%	-0.1%
5	CC(Oc1ccccc1)C(=O)OCC(=O)NC(=O)NC1CCCCC1 (stereo unspecified)	-9%	-1%	-2	4%	?	-0.9%
6	CC(=O)Nc1ccc(C=NNc2ccc([N+](=O)[O-])cc2S(=O)(=O)Nc2ccccc2C(=O)O)cc1	-4%	-5%	-4	.	2%	-0.1%
7	O=S(=O)(c1cccc(-c2nnc(-c3cccnc3)o2)c1)N1CCCCC1	-4%	0%	-10	2%	1%	-0.3%
8	COC(=O)c1nn(-c2cccc(Cl)c2)cc(OC)c1=O	-5%	4%	17	8%	0%	0.0%
9	COc1ccc(N2C(=O)C(CC(=O)Nc3ccccc3)N(CCc3ccc(OC)c(OC)c3)C2=O)cc1 (stereo unspecified)	-8%	-3%	10	4%	2%	-0.1%
10	COc1ccc(CNC(=O)c2oc3ccc(S(=O)(=O)N4CCOCC4)cc3c2C)cc1	-1%	-1%	-12	10%	8%	-0.4%
11	O=C1c2ccccc2C(O)N1c1cccnc1 (stereo unspecified)	0%	2%	9	-3%	-2%	-0.1%
12	CCCCN(CCCC)CCNC(=O)c1cn(C)c2ccc(S(=O)(=O)N(C)C3CCCCC3)cc2c1=O	-5%	2%	9	-1%	-1%	0.2%
13	COc1ccc(OC)c(CCNC(=O)c2ccc(CS(=O)Cc3ccc(Cl)cc3)o2)c1 (stereo unspecified)	1%	5%	-8	0%	1%	0.4%
14	COC(=O)CCC(=O)OC1(C)C(=O)C2=CN(CC(C)C)C(c3ccc(OC)cc3)=CC2=C(Br)C1=O (stereo unspecified)	.	0%	-2	-34%[inhibitor]	4%	-0.2%
15	Cc1cc(-c2ccccc2)nc(N(C)N)c1S(C)(=O)=O	-2%	-1%	-1	-2%	0%	-0.1%

entry	TCR act	Eya2 inh	ELG1 DNA repair	Tb PFK block	uPA surface inh
1	-30%	11%	-1%	-6%	.
2	1%	4%	-3%	2%	4%
3	-5%	-5%	-18%	2%	2%
4	-31%	-5%[15.4 µM]	0%	-3%	.
5	-2%	0%	0%	1%	-2%
6	0%	-13%	?	0%	-1%
7	-7%[46.1 µM]	-1%	-19%	-2%	0%
8	-1%	-20%	-1%	5%	-6%
9	3%	7%	-28%	-2%	4%
10	-3%	1%	?	0%	-4%
11	-2%	-6%	12%	-10%	2%
12	3%	-6%	13%	-3%	-10%
13	8%	-8%	-3%	3%	2%
14	.	-6%	7%	-17%	.
15	7%	12%	-2%	-5%	3%

# Remaining list, next part:
entry	structure	TSG101-PTAP inh	USP2a inh	TSHR antag	Mito fusion yeast	BCR signal inh	B2AR arrestin
16	O=C(O)c1cccc(N2C(=O)CCC2=O)c1	.	11%	7	6%	2%	-0.5%
17	COc1ccc(S(=O)(=O)NC2CCN(Cc3ccccc3)CC2)cc1NC(C)=O	1%	5%	2	-1%	2%	0.5%
18	CC(NO)/C(=N\O)c1cccs1 (stereo unspecified)	-7%	-6%	14	-1%	13%	-0.3%
19	O=C(NN1C(=O)c2ccccc2C1=O)C1C2CCCCC21 (stereo unspecified)	-4%	1%	15	1%	?	-0.7%
20	COc1ccccc1C#Cc1ccc2c(=O)c3ccccc3n(C)c2c1	.	-6%	48	1%	-3%	0.2%
21	Cc1cc2c(ncn2C(C)C)c(NS(=O)(=O)c2ccc(F)cc2)c1C	1%	-1%	-3	-1%	1%	-0.9%
22	Cc1ccc(CCNC(=O)C2CCN(C(=O)c3sccc3-n3cccc3)CC2)cc1	-3%	4%	-10	2%	12%	0.4%
23	CCOc1ccc(N2CC(C(=O)Nc3ccc(S(=O)(=O)Nc4ncccn4)cc3)CC2=O)cc1 (stereo unspecified)	-4%	3%	4	-4%	11%	-0.2%
24	O=[N+]([O-])c1cccc(-c2nnc(C3CC3)o2)c1	-2%	1%	3	-1%	?	0.0%
25	Cc1ccccc1OCC(=O)N/N=C1\CC(=O)CC(C)(C)C1	-2%	-6%	-5	1%	-2%	0.2%
26	CCc1ccc(/C([O-])=C(/C(=S)NCCN2CCOCC2)[n+]2ccccc2)cc1	-2%	3%	16	14%	4%	0.1%
27	COc1ccc(CN(Cc2ccccn2)S(=O)(=O)c2ccc(-n3cnnn3)cc2)cc1	-1%	15%	2	-8%	?	-0.2%
28	CCOC(=O)c1ccccc1NC(=O)c1cc2ccccc2o1	-6%	1%	-45	0%	?	0.1%
29	COc1cc(-c2nc(-c3ccc(Br)o3)no2)cc(OC)c1OC	0%	1%	-16	0%	?	-0.1%
30	CC(=O)N1c2ccc(S(=O)(=O)N3CCC(C(=O)Nc4cccc(C)c4)CC3)cc2CC1C (stereo unspecified)	-9%	-2%	-2	-3%	9%	-0.1%

entry	TCR act	Eya2 inh	ELG1 DNA repair	Tb PFK block	uPA surface inh
16	.	-14%	-2%	-2%	.
17	-5%	11%	10%	0%	8%
18	0%	-1%	4%	-2%	2%
19	3%[46.1 µM]	-2%	-7%	7%	-6%
20	0%	15%	?	1%	9%
21	-3%	12%	-2%	-1%	-3%
22	6%	-7%	-21%	7%	8%
23	15%	3%	-3%	-2%	-7%
24	1%	6%	3%	-4%	-7%
25	2%	-12%	7%	1%	5%
26	6%	-3%	13%	-7%	-10%
27	-4%	-9%	-25%	-3%	-6%
28	4%	-8%	10%	4%	10%
29	-1%	12%	?	-3%	0%
30	4%	4%	29µM*	-5%	-6%

# Other compounds.
entry	structure	TSG101-PTAP inh	USP2a inh	TSHR antag	Mito fusion yeast	BCR signal inh	B2AR arrestin
31	CCC(CC)COC(=O)C1=C(C)NC(=O)NC1c1ccc2c(c1)OCO2 (stereo unspecified)	0%	2%	-11	0%	-7%	-0.1%
32	Cc1ccc(Nc2c([N+](=O)[O-])cc(C(=O)N3CC(=O)Nc4ccccc43)cc2[N+](=O)[O-])c(C)c1	-2%	-1%	7	0%	-1%	-1.6%
33	C=CCn1c(SCC#N)nc2c(c1=O)C(C)(C)Cc1ccccc1-2	-8%	-3%	5	23%	8%	0.2%
34	Cc1cccc(NC(=O)CS(=O)(=O)Cc2ccccc2)n1	-4%	2%	12	1%	18%	0.3%
35	N#CCc1nc2ccccc2c(=O)[nH]1	0%	1%	-5	-10%	?	-0.2%
36	CCn1c(SCC(=O)NCc2ccc3c(c2)OCO3)nnc1-c1ccncc1	-2%	2%	14	2%	-1%	0.1%

entry	TCR act	Eya2 inh	ELG1 DNA repair	Tb PFK block	uPA surface inh
31	0%	-4%	-17%	-8%	5%
32	-5%	-21%	?	1%	-17%
33	0%	-9%	?	-1%	6%
34	-14%	9%	-3%	1%	-4%
35	-1%	11%	2%	4%	-1%
36	-5%	1%	10%	-2%	0%

# Among those listed so far, these have a cyano group.
entry	structure	TSG101-PTAP inh	USP2a inh	TSHR antag	Mito fusion yeast	BCR signal inh	B2AR arrestin
33	C=CCn1c(SCC#N)nc2c(c1=O)C(C)(C)Cc1ccccc1-2	-8%	-3%	5	23%	8%	0.2%
35	N#CCc1nc2ccccc2c(=O)[nH]1	0%	1%	-5	-10%	?	-0.2%

entry	TCR act	Eya2 inh	ELG1 DNA repair	Tb PFK block	uPA surface inh
33	0%	-9%	?	-1%	6%
35	-1%	11%	2%	4%	-1%
